Compound activity deposited in PubChem by The Scripps Research Institute Molecular Screening Center.
M1 PAM = positive allosteric modulators of human M1 muscarinic receptor. activation, % at 3 µM. CHO-K1 hM1, Fluo-8 calcium fluorescence, ACh EC20; 0% = ACh EC20, 100% = maximal ACh. 0.088% of 360,000 active. P11229; in the data active = activation above about 19%, passing the limit was not always enough
Target sequence (P11229 whole entry, looked up): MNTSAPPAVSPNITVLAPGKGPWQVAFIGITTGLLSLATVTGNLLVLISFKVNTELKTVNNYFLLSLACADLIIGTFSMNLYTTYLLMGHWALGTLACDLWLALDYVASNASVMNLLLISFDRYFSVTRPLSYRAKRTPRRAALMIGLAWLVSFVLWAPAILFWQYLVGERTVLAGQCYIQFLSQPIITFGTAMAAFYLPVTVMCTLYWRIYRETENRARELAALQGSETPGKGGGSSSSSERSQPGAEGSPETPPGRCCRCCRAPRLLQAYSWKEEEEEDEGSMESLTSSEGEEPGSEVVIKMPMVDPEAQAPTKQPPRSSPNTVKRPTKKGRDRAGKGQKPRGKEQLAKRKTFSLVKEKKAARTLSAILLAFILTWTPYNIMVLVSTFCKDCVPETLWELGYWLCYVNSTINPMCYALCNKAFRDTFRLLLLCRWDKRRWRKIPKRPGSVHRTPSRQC
CHRM1 agonist = human M1 muscarinic receptor agonism; 0.33% of 360,000 active; activation, % at 3 µM; P11229; CHO-K1 hM1, Fluo-8 calcium fluorescence, agonist mode; 0% DMSO, 100% acetylcholine EC100;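 active = activation above the run's mean compound activation plus 3 SD, cut at about 16% in these data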;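 note: peak over basal fluorescence ratio within a 140 s kinetic read after compound addition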
CHRM1 antagonist = antagonists of human M1 muscarinic receptor; inhibition, % at 3 µM; 1.3% of 360,000 active; CHO-K1 hM1, Fluo-8 calcium fluorescence, ACh EC80 antagonist; P11229;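 active = percent inhibition above its own plate's cutoff, namely the mean of that plate's compound wells plus 3 SD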;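 note: peak over basal fluorescence ratio during 140 s after agonist addition; 0% = ACh EC80 plus DMSO and 100% = DMSO alone without agonist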
* = called active by the depositor. A portion of the library; rates above refer to the full screens.

M1 PAM	CHRM1 agonist	CHRM1 antagonist	canonical_smiles
-1.2	-5.7	-4.5	CC1(Cc2cc(Cl)ccc2C(F)(F)F)C(=O)Nc2cc(F)ccc21 (stereo not given)
2.6	-1.4	3.0	COc1ccccc1CNc1nc(-c2cc(C)n(C)c2C)cs1
6.3	-3.2	-6.0	Cc1ccc(NC(=O)C2SC(=Nc3ccccc3)C(C(=O)Nc3ccc(Cl)cc3)=C2N)cc1 (stereo not given)
8.1	-1.8	-6.7	O=S(=O)(/C(=C\c1ccc(C(F)(F)F)cc1)c1nc2ccccc2[nH]1)c1ccccc1
4.0	-4.6	-12.5	Cn1c(=O)c2cc(NC(=O)NCCc3cccs3)ccc2n1-c1ccc(C(C)(C)C)cc1
4.6	-1.9	-11.1	Nc1ccc2c(c1)Cc1c(F)cccc1-2
2.5	-10.7	-7.5	S=C(Nc1ccc2nc(-c3ccccn3)c(-c3ccccn3)nc2c1)N1CCCCC1
6.2	-0.9	-7.5	O=C(O)Cc1cccc(=O)c(O)c1C(=O)O
0.2	-3.3	4.0	COc1ccc(-c2cnc3c(NC(C)=O)cc(-c4ccsc4)cn23)cc1OC
10.8	-8.3	-19.5	CCNC(=O)C1(C)CCCN(Cc2cccc(Oc3ccccc3)c2)C1 (stereo not given)
-4.5	-6.5	7.2	CN1CCCC1CN1CCCC1 (stereo not given)
-6.9	-5.4	-2.3	NC(CSC(c1ccccc1)(c1ccccc1)c1cccc2ccccc12)C(=O)O (stereo not given)
4.6	-0.3	-4.9	CC(C)C(=O)N1CCCC1(C)C(=O)Nc1ccccc1 (stereo not given)
4.0	-2.7	-12.0	CCn1c2ccccc2c2nc3cc(S(=O)(=O)N4CCOCC4)ccc3nc21
-10.8	-8.5	5.6	CCc1nc(Nc2cccc(O)c2)c2oc3ccccc3c2n1
9.5	-2.1	-12.5	O=c1nc(/C=C/c2ccc(O)c(O)c2)oc2ccccc12
-15.9	1.3	40.2*	COc1ccccc1CNc1nc(NCc2ccccc2F)c2sccc2n1
4.9	-2.6	-12.2	COc1cccc(-c2cnc(C(O)c3ccc(C(C)(C)C)cc3)[nH]2)c1 (stereo not given)
7.1	-2.8	-13.3	O=C(Nc1cccc2cccnc12)c1csc(COCCO)n1
14.6	-5.2	-6.0	Cc1cc(C)c(C(=O)c2ccccc2C(=O)O)c(C)c1
8.7	-2.4	-8.7	COc1ccc(NC(=O)NC2CCCCCCC2)c(OC)c1
9.4	-5.4	-5.4	Cc1cc(C)c2[nH]c(=O)c(CN(Cc3nnnn3C3CCCC3)C3CCCCC3)cc2c1
12.2	-0.8	-11.6	Cn1nc(C(C)(C)C)cc1C(=O)N1CCC(C)(C(=O)NS(=O)(=O)C2CC2)C1 (stereo not given)
3.6	-5.1	0.6	COc1ccc(S(=O)(=O)NNS(=O)(=O)c2ccc(OC)c(OC)c2)cc1OC
9.8	-1.9	-11.8	CN1C[C@@H]2[C@@H]3C(=O)N(C)C(=O)[C@@H]3[C@](C)(C1=O)N2C(=O)c1ccccc1
2.7	-6.6	-9.3	CN1OC[C@@H]2CN[C@H](c3ccc(-c4cc5ccccc5o4)cc3)C[C@@H]21
2.2	0.5	-5.1	O=Nc1c(O)ccc2cc(S(=O)(=O)O)ccc12
-4.5	-2.7	5.9	Oc1c(Cl)cc(Cl)cc1C1=NNC(c2ccc(Cl)cc2)C1 (stereo not given)
-11.1	-11.0	9.3	CCCN1CCc2c(sc3nc(SCC)n(-c4ccccc4)c(=O)c23)C1
-12.4	0.2	24.0	COc1ccc(CNC(=O)c2cccc3c(-c4ccc(F)c(F)c4)coc23)cc1OC
3.6	-5.0	-4.7	CC1CCc2cc(F)ccc2N1C(=O)CCl (stereo not given)
-7.0	-5.0	15.6	CCCCCCCCCCCCCCCCn1cc[n+](CC(C)=O)c1
12.3	0.6	-12.3	O=C(NCc1ccccc1Cl)c1ccc2nc([C@H]3C[C@H](O)[C@@H](CO)O3)[nH]c2c1
2.3	-3.0	1.9	CC(C)CC(NC(=O)OCc1ccccc1)C(=O)NC(Cc1c[nH]c2ccccc12)C(=O)O (stereo not given)
7.5	-2.8	-15.0	Cc1cc2nc3ccc(=[N+](C)C)cc-3sc2cc1N
4.4	-1.1	-10.5	Nc1ccccc1SC(CC(=O)c1ccccc1)c1ccccc1 (stereo not given)
-4.7	-3.3	0.5	OCCNc1ncnc2c1ncn2[C@H]1CN(Cc2ccc(-c3ccccc3)cc2)C[C@@H](CO)O1
13.4	-6.5	-1.9	CC(C)CC(=O)/C(=C\c1ccc(Cl)cc1Cl)n1cncn1
4.5	-7.8	-14.2	CN(C)c1ccc(/C=C(\C#N)c2ccccc2)cc1
3.3	-1.4	-7.2	COc1cccc(CNc2ccc3[nH]c(=O)[nH]c3c2)c1OCc1ccccc1
6.3	4.1	-28.3	C[C@@H](CO)NC(=O)[C@H]1O[C@@H](n2cnc3c(N)ncnc32)[C@H](O)[C@@H]1O
-10.2	-9.3	-0.8	CCc1nc2c(OCCC3CCCCC3)cccn2c1N(C)C(=O)C1CC1
5.2	-3.2	-5.6	COCCN1C[C@@H](CO)O[C@@H](n2cnc3c(N4CCN(C)CC4)ncnc32)C1
-1.8	-1.8	-1.2	O=C(Oc1ccccc1)c1cc(O)c(O)c(O)c1
3.0	-2.7	2.7	Cc1cc(C)c(S(=O)(=O)/N=C2/C=C(SCC(=O)O)C(=O)c3ccccc32)cc1C
3.0	-2.5	1.2	O=C1C=C(O)CC2(CCCCC2)C1
4.7	-5.1	-0.7	Cc1ccc(NC(=O)CCC(=O)NNC(=O)c2cccs2)cc1C
-12.3	3.9	19.8	CC1(C)CC(NCc2ccccc2)=CC(=S)N1
8.1	0.6	1.5	CCOCCCNC(=O)/C(C#N)=C/c1cc(Br)c(O)c(Br)c1
5.9	-5.2	-17.1	C=C1C2=C(C(=O)N1OC)[C@@H](O)[C@@](C)(O)[C@@H](CCCCC)O2

CHRM1 antagonist: hit marks shown above.
M1 PAM	CHRM1 agonist	CHRM1 antagonist	canonical_smiles
-15.9	1.3	40.2*	COc1ccccc1CNc1nc(NCc2ccccc2F)c2sccc2n1

Remaining list, next part:
M1 PAM	CHRM1 agonist	CHRM1 antagonist	canonical_smiles
15.3	-1.8	-12.9	CC(=O)N(C)c1ccc(N=C2C(=O)Nc3ccccc32)cc1
5.3	3.9	-11.2	O=C1C=CC(=Nc2cccc3c2C(=O)c2ccccc2-3)O1
7.4	-2.7	-13.3	CCOc1ccc(Cl)cc1-c1cc(C(=O)Nc2cc(OC)ccc2OC)[nH]n1
-15.9	-14.1	15.9	C=CC(=O)Nc1ccc(Nc2ccnc(Nc3ccc(N4CCN(C)CC4)cc3)n2)cc1
5.0	0.4	-5.0	CCCS(=O)(=O)NC(=O)C1(C)CCN(C(=O)c2ccc(C(F)(F)F)nc2C)C1 (stereo not given)
2.1	-15.0	-2.5	CN1/C(=C/c2cc[n+](C)c3ccccc23)C=Cc2ccccc21
1.7	-1.5	1.2	COc1ccc(/C=N/n2c(=O)[nH]c3c([nH]c4ccc(C)cc43)c2=O)cc1CN1CCOCC1
3.2	-0.8	-31.8	Nc1ncnc2c1ncn2[C@@H]1O[C@H](C(=O)N2CCN(Cc3ccccn3)CC2)[C@@H](O)[C@H]1O
5.5	-1.1	-6.5	CC(=NNC(=O)c1ccccc1N)c1ccccc1O
-3.0	-2.8	3.7	OC(c1cccc(Cl)c1)c1ncc(-c2ccc(C(F)(F)F)cc2)[nH]1 (stereo not given)
19.4	-1.9	-24.5	CCNC(=O)C1(C)CCN(C(=O)CCc2ccccc2)C1 (stereo not given)
4.7	-2.5	-7.6	CC(O)C(NC(=O)OCc1ccccc1)C(=O)NCC(=O)NCC(=O)OCc1ccccc1 (stereo not given)
-0.4	-1.4	-2.5	Cc1ccc(C)n1-c1sccc1C(=O)O
-2.1	-7.9	0.1	CCNC(=O)C1CCCN(Cc2ccc3ccccc3c2Br)CC1 (stereo not given)
16.1	1.6	-41.9	COc1cccc(-c2cccc(-c3nc(C(=O)Nc4ccc(-c5ccccc5)cc4)cc4c3[C@H](CCO)N(S(=O)C(C)(C)C)C4)c2)c1 (stereo not given in full)
-8.4	3.6	13.9	COc1ccc(NC(=O)C2Cc3c(-c4ccccc4)ccnc3O2)cc1OC (stereo not given)
6.1	6.4	-16.3	Cc1cc(NS(=O)(=O)c2ccc(NC(NC(=O)C(C(F)(F)F)C(F)(F)F)(C(F)(F)F)C(F)(F)F)cc2)no1
10.2	-0.2	-8.5	O=C(O)C(=Cc1ccccc1Cl)c1ccccc1
16.5	3.0	-23.5	CC(C)(C)S(=O)N1Cc2cc(C(=O)NCc3ccc(Oc4ccccc4)cc3)nc(-c3cccc(-c4cc5ccccc5o4)c3)c2[C@@H]1CCO (stereo not given in full)
6.7	-7.1	-21.6	CC1(C(=O)NCc2ccc(F)c(F)c2)Cc2c(-c3ccccc3)ccnc2O1 (stereo not given)
2.3	-7.5	-0.8	COCCNC(=O)C1CCCN(Cc2ccccc2Cl)CC1 (stereo not given)
5.7	-5.4	-5.4	COCCNC(=O)C1(C)CCCN(Cc2ccc(Cl)c(Cl)c2)C1 (stereo not given)
3.7	-3.5	-9.3	CN(C)CCNc1ncnc2c1ncn2[C@H]1CN(Cc2ccco2)C[C@@H](CO)O1
14.5	-2.7	-1.1	ClN=C1C=CC=CC1=NCl
2.5	9.1	-6.5	Cc1ccc(S(=O)(=O)/N=C2/NC(=O)/C(=C\c3cc(Br)cc(Br)c3O)S2)cc1

Six compounds already listed, arranged by heavy-atom count, largest number first:
M1 PAM	CHRM1 agonist	CHRM1 antagonist	canonical_smiles
16.1	1.6	-41.9	COc1cccc(-c2cccc(-c3nc(C(=O)Nc4ccc(-c5ccccc5)cc4)cc4c3[C@H](CCO)N(S(=O)C(C)(C)C)C4)c2)c1 (stereo not given in full)
6.1	6.4	-16.3	Cc1cc(NS(=O)(=O)c2ccc(NC(NC(=O)C(C(F)(F)F)C(F)(F)F)(C(F)(F)F)C(F)(F)F)cc2)no1
-2.1	-7.9	0.1	CCNC(=O)C1CCCN(Cc2ccc3ccccc3c2Br)CC1 (stereo not given)
2.1	-15.0	-2.5	CN1/C(=C/c2cc[n+](C)c3ccccc23)C=Cc2ccccc21
5.3	3.9	-11.2	O=C1C=CC(=Nc2cccc3c2C(=O)c2ccccc2-3)O1
-0.4	-1.4	-2.5	Cc1ccc(C)n1-c1sccc1C(=O)O

Single records, as listed above:
Cc1ccc(S(=O)(=O)/N=C2/NC(=O)/C(=C\c3cc(Br)cc(Br)c3O)S2)cc1 reads M1 PAM: 2.5; CHRM1 agonist: 9.1; CHRM1 antagonist: -6.5
C=CC(=O)Nc1ccc(Nc2ccnc(Nc3ccc(N4CCN(C)CC4)cc3)n2)cc1 reads M1 PAM: -15.9; CHRM1 agonist: -14.1; CHRM1 antagonist: 15.9

Other results.
M1 PAM	CHRM1 agonist	CHRM1 antagonist	canonical_smiles
5.3	-1.0	-4.3	O=C(NC1CCCCC1)c1cc2nc(-c3ccco3)cc(C(F)(F)F)n2n1
11.9	-0.3	-18.1	COCCNC(=O)Cn1nc(-c2ccc(C)cc2)ccc1=O
0.0	-8.3	-4.2	CCNC(=O)C1CCCN(Cc2ccc(C)c3ccccc23)CC1 (stereo not given)
11.4	-1.6	-15.2	CC1(C(=O)NS(=O)(=O)C2CC2)CCN(C(=O)C2(c3ccc(Cl)cc3)CCCC2)C1 (stereo not given)
2.7	-7.6	-9.1	COc1cc2nc(=S)n(CCCN3CCOCC3)c(N)c2cc1OC
2.7	1.3	13.4	CC1=NNC(=O)/C1=C\c1cn(-c2ccccc2)nc1-c1ccc(F)cc1
-0.5	-3.2	-3.0	CCOC(=O)c1c(C)oc2c1c1c(c3ccccc32)OCN(Cc2cccnc2)C1
-11.4	-12.9	6.1	COc1cc(N)ccc1Nc1c2ccccc2nc2ccccc12
8.5	0.8	-7.5	COc1cccc(CCN2C(=O)CCC3=C2CCC3=O)c1
